# RNase H inhibition: RNase H inhibition, HIV 1 Gag Pol polyprotein, FRET biochemical assay, screening (AID 372) | inhibition, % at 10 µM, or IC50 in µM where a hit was titrated | 100,000 compounds, 0.77% hits | HIV-1 RT RNase H, FRET RNA/DNA substrate fluorescence; higher % means a stronger effect; in the data active = inhibition above about 50%
# * marks the source's active call; other numbers are inactive results; & = joins results of further samples.
SMILES,RNase H inhibition
O=C(Nc1cc(Oc2ccccc2)cc([N+](=O)[O-])c1)c1ccc(F)c(F)c1,8.0%
O=[N+]([O-])c1ccccc1S(=O)(=O)NC12CC3CC(CC(C3)C1)C2,8.0%
COc1cccc(/C=C(\C#N)c2nn(CCO)c(N)c2C#N)c1OC,5.0%
Cc1c(Cl)cccc1NS(=O)(=O)c1ccccc1[N+](=O)[O-],11.0%
COC(=O)CN1C(=O)/C(=C\c2ccc(C(C)C)cc2)SC1=S,27.0%
CCCCNCCCCCCOc1cccc(C)c1,0.0%
C/C(=N\NC(=O)C1(C)CC1(Br)Br)c1ccc(Cl)s1 (stereo not given),8.0%
CC(=O)OC(OC(C)=O)C12C=CC(O1)C1C(=O)N(c3cccc(Br)c3)C(=O)C12 (stereo not given),8.0%
O=C(N/N=C/c1ccncc1)c1c[nH]c2ccccc12,12.0%
CSc1nc2c(c(=O)n1Cc1ccccc1)C1(CCCC1)Cc1ccccc1-2,4.0%
O=C(CSc1nc2ccccc2s1)Nc1ccccc1Br,49.0%
O=C1NC(=S)NC(=O)C1=Cc1ccc(OCc2ccc(F)cc2)c(Br)c1,38.0%

# A second format for part of the listing above.
SMILES	RNase H inhibition
C/C(=N\NC(=O)C1(C)CC1(Br)Br)c1ccc(Cl)s1 (stereo not given)	8.0%
CCCCNCCCCCCOc1cccc(C)c1	0.0%

# The results go on.
SMILES,RNase H inhibition
Cc1nc2ccc(Br)cc2c2c1CC(C)O2 (stereo not given),0.0%
O=C(Nc1ccccn1)c1sc2cc([N+](=O)[O-])ccc2c1Cl,14.0%
CCOC(=O)c1sc(NC(=O)C(CC(C)C)N2C(=O)c3ccccc3C2=O)c(C(=O)OCC)c1C (stereo not given),14.0%
COc1ccc(Br)cc1/C=C/C(=O)Nc1ccc(Cl)cc1Cl,10.0%
OC(COCC1COc2ccccc2O1)CN1CCN(c2ccccn2)CC1 (stereo not given),5.0%
Nc1ccc2nc(SCC(=O)c3ccc(-c4ccccc4)cc3)sc2c1,26.0%
Oc1cccc(-c2nc3ccc4ccccc4c3c3c2CCC3)c1,11.0%
COc1ccccc1OCCOCCNCCO,0.0%
Cc1cc(C)cc(C(=O)N2CCN=C2c2ccccc2)c1,10.0%
Cc1ccc(Cn2c(/N=C/c3ccc(N(C)C)cc3)nc3ccccc32)cc1,13.0%
NC(=O)C1CCN(C(=O)Cc2ccccc2)CC1,9.0%
C=CCn1c(-c2nonc2N)nc2ccccc21,37.0%
O=C(NCc1cccnc1)c1ccccc1[N+](=O)[O-],0.0%
O=C(COc1ccccc1)NCCCCc1ccccc1,22.0%
CCC(C)NC(=O)/C=C/c1ccc([N+](=O)[O-])cc1 (stereo not given),0.0%
CCOc1ccc(N=C2CSC(=O)N2)cc1,4.0%
O=C(Nc1ccc(N2CCOCC2)cc1)c1ccco1,8.0%
COc1ccc(C)cc1NC(=O)/C=C/c1ccc2c(c1)OCO2,9.0%
Cc1ccc2oc(-c3cc(NC(=S)NC(=O)c4cccs4)ccc3O)nc2c1,29.0%
CC(=O)N(c1ccccc1)c1nnc(C)s1,8.0%
CCOc1ccccc1NS(=O)(=O)c1c(C)cc(C)cc1C,15.0%
COc1ccc(C(=O)Nc2ccc(NC(=O)c3ccco3)c(OC)c2)cc1Cl,1.0%
O=C(NCCN1CCN(Cc2ccc([N+](=O)[O-])cc2)CC1)C(=O)Nc1ccccc1,9.0%
CCCCNC(=O)c1cc2ncc(Br)cn2n1,0.0%

# The last 3 entries of the part before open the next one:
SMILES,RNase H inhibition
COc1ccc(C(=O)Nc2ccc(NC(=O)c3ccco3)c(OC)c2)cc1Cl,1.0%
O=C(NCCN1CCN(Cc2ccc([N+](=O)[O-])cc2)CC1)C(=O)Nc1ccccc1,9.0%
CCCCNC(=O)c1cc2ncc(Br)cn2n1,0.0%
CC(C)(C)c1ccc(S(=O)(=O)Nc2ccc(Cl)c(C(N)=O)c2)cc1,9.0%
CCOC(=O)C(C(C)=O)(N1CCOCC1)N1CCOCC1,5.0%
Cc1cc(N2CCN(C/C=C/c3ccccc3)CC2)nc2ccccc12,13.0%
COc1ccc(Cl)cc1/C=C1/C(=O)NN(c2cccc(Cl)c2)C1=O,7.0%
Cc1ccc(-c2csc(NC(=O)c3ccc(Cl)c([N+](=O)[O-])c3)n2)cc1,8.0%
Cc1ccccc1C(=O)NC(=S)Nc1ccc2oc(-c3ccc(F)cc3Cl)nc2c1,5.0%
O=C(CCCOc1ccc(Cl)cc1Cl)Nc1nc2ccccc2s1,7.0%
Cc1ccsc1/C=N/NC(=O)CN1CCSCC1,0.0%
Cc1c(N=Cc2cc(Cl)cc(Br)c2O)c(=O)n(-c2ccccc2)n1C,1.0%
CC1=C(C(=O)Nc2ccccc2Cl)C(c2ccc([N+](=O)[O-])cc2)NC(=O)N1 (stereo not given),3.0%
O=C1C(=O)N(C2CCCC2)C(=O)N1C1CCCCC1,23.0%
COc1ccc(C(=O)Nc2ccccc2C(=O)NCCC(=O)O)cc1,0.0%
Cc1c(Br)ccc(N2C(=O)NC(=O)/C(=C\c3ccc(-c4ccccc4C(=O)O)o3)C2=O)c1C,14.0%
CCCCCCOc1ccc(N2C(=O)CC(NCCc3ccc(OC)c(OC)c3)C2=O)cc1 (stereo not given),18.0%
COC(=O)CNC(c1ccccc1Cl)c1cc(Br)ccc1NC(=O)CCN1CCOCC1 (stereo not given),8.0%
CCOc1cc(/C=C2\SC(N)=NC2=O)ccc1OCc1c(Cl)cccc1Cl,33.0%
O=C(Nc1cccc(Cl)c1)c1ccc([N+](=O)[O-])cc1Cl,8.0%
c1ccc(NCc2ccc3c(c2)OCO3)cc1,1.0%
COc1ccc(Cl)cc1NC(=O)CN(c1ccc(C)cc1)S(=O)(=O)c1ccccc1,16.0%
CCOc1ccccc1OCCCOc1c(C)cc(C)cc1Cl,52.0%*
CC1C(c2ccc(N(C)C)cc2)NC(c2ccc(N(C)C)cc2)C(C)C1O (stereo not given),0.0%
COc1ccccc1CN1CCN(C(=O)c2ccc([N+](=O)[O-])cc2)CC1,11.0%
C=Cc1ccc(COc2ccc3c4c(c(=O)oc3c2)CCCC4)cc1,11.0%
COc1ccc(-c2csc(Nc3ccc(Br)cc3)n2)cc1F,15.0%&12.0%
CC1=NOC(=O)/C1=C/c1ccc(N(C)C)cc1,13.0%
O=C(Nc1ccc(Cl)c(Cl)c1)Nc1nnc(Cc2ccccc2F)s1,14.0%
Cc1ccc(C(=O)Nc2ccc3nn(-c4cccc([N+](=O)[O-])c4)nc3c2)cc1,54.0%*
COc1cccc(C2C(C(=O)OC(C)C)=C(C)NC3=C2C(=O)CC(c2ccc(Cl)cc2)C3)c1OC (stereo not given),12.0%
O=[N+]([O-])c1cccc(-n2nncc2C23CC4CC(CC(C4)C2)C3)c1,19.0%
CCOC(=O)c1c(NC(=O)c2ccc(Br)o2)sc2c1CCCC2,11.0%
O=C(N/N=C/c1cc(Br)ccc1O)c1cc(Br)ccc1O,9.0%
COc1ccc(CN2CCCCC2)c(C)c1C,5.0%
O=C(Nc1ccc(F)cc1F)c1cccc(C(=O)Nc2ccc(F)cc2F)c1,5.0%
Cc1cc(C(=O)N/N=C\c2cc(C(C)(C)C)ccc2O)n[nH]1,12.0%
CC1=C(C(=O)OCC2CCCO2)C(c2ccsc2)C2=C(CC(c3cccs3)CC2=O)N1 (stereo not given),7.0%
O=C1NC(=O)C(=Cc2cccc(OS(=O)(=O)c3ccc([N+](=O)[O-])cc3)c2)C(=O)N1,10.0%
COC(=O)c1c(NC(=O)c2ccc([N+](=O)[O-])cc2Cl)sc2c1CCCCCC2,0.0%
CC1(C)CN=C(N2CCN(c3c4c(c(C#N)c5nc6ccccc6n35)CCC4)CC2)S1,7.0%
CCC(C)c1ccc(NC(=O)COc2ccc(Cl)cc2)cc1 (stereo not given),10.0%
CCOc1ccc(C(=O)Nc2cccc(NC(=O)c3cccc4ccccc34)c2)cc1,25.0%
CCOc1ccc(/C=N/Nc2nnc(C)c(=O)[nH]2)cc1OC,11.0%
COc1c(OC(C)=O)ccc(/C=N/NC(=O)COc2c(Br)cc(Br)cc2Br)c1[N+](=O)[O-],30.0%
CC1(C)CC(=O)C2=C(C1)c1c(ccc3ccccc13)NC2c1ccccc1[N+](=O)[O-] (stereo not given),12.0%
COc1ccc(C(=O)NC2=NCCS2)c(OC)c1,12.0%
c1ccc(-n2ncc3c2CCc2c-3[nH]c3ccccc23)cc1,25.0%
COc1cccc(/C=N/NC(=O)c2cccc(OC)c2)c1,0.0%
COc1ccc(S(=O)(=O)N2CCN(Cc3ccc(Br)cc3)CC2)cc1,11.0%
Nc1nnnn1CC(=O)N/N=C/c1ccc(-c2cccc(Cl)c2)o1,10.0%

# Seven records picked at random from the list so far, as already listed:
SMILES,RNase H inhibition
CCCCNCCCCCCOc1cccc(C)c1,0.0%
COc1ccc(CN2CCCCC2)c(C)c1C,5.0%
NC(=O)C1CCN(C(=O)Cc2ccccc2)CC1,9.0%
O=C(N/N=C/c1cc(Br)ccc1O)c1cc(Br)ccc1O,9.0%
COc1ccc(C(=O)Nc2ccc(NC(=O)c3ccco3)c(OC)c2)cc1Cl,1.0%
CSc1nc2c(c(=O)n1Cc1ccccc1)C1(CCCC1)Cc1ccccc1-2,4.0%
O=C(CCCOc1ccc(Cl)cc1Cl)Nc1nc2ccccc2s1,7.0%

# The results go on:
SMILES,RNase H inhibition
C=CCN1C(=O)/C(=C\c2cc([N+](=O)[O-])cc([N+](=O)[O-])c2O)C(=O)NC1=S,0.0%
COc1cc(C(=O)N2CCN=C2c2ccccc2)cc(OC)c1OC,13.0%
Brc1ccccc1OCCCCCN1CCCC1,4.0%
CCCCOc1ccc(/C=C2/C(=O)NN(c3ccc(C(=O)OCC)cc3)C2=O)cc1OC,21.0%
COc1ccc(OC)c(/C=N/NC(=O)CSc2nnc(-c3ccncc3)n2-c2ccccc2)c1,5.0%
CCOC(=O)C1=C(C)N=c2s/c(=C\c3cc(I)c(OC)c(I)c3)c(=O)n2C1c1ccccc1 (stereo not given),14.0%
Cc1ccc2nc(-c3ccc(C)c(NC(=S)NC(=O)c4ccccc4Cl)c3)oc2c1,12.0%
N/C(=N\OS(=O)(=O)c1ccc([N+](=O)[O-])cc1)c1ccccn1,0.0%
COc1ccc(OC)c(/C=C(\NC(=O)c2ccccc2)C(=O)N/N=C/c2cccnc2)c1,16.0%
CCOC(=O)/C(CS(=O)(=O)c1ccc2ccccc2c1)=N\O,14.0%
Cc1cc(NS(=O)(=O)c2ccccc2[N+](=O)[O-])ccc1Br,0.0%
CC1SC(c2ccccc2)N(CCc2ccccc2)C1=O (stereo not given),11.0%
C=CCOC(=O)C1=C(C)NC(C)=C(C(=O)OCC=C)C1c1ccc(OC)c(OC)c1,0.0%
COC(=O)CN(c1ccc(Cl)cc1)S(C)(=O)=O,2.0%
Cc1ccc(N2C(=O)/C(=C/c3ccc(N(C)C)cc3)C(=O)NC2=S)cc1,28.0%
O=C(NC(=S)N1CCCCCC1)c1cccnc1,8.0%
COc1cc(NC(=O)c2ccc(Cl)c([N+](=O)[O-])c2)ccc1NC(=O)c1ccco1,5.0%
CC(C)OC(=O)C1C(=O)CC(C)(O)C(C(=O)OC(C)C)C1c1ccc2c(c1)OCO2 (stereo not given),6.0%
C=CCC1S/C(=N\N=C\c2ccccc2)NC1=O (stereo not given),0.0%
Cc1ccc(S(=O)(=O)Oc2ccccc2/C=N/N=C(N)N)cc1,4.0%
CC(NC(=O)COc1ccc(/C=N/NS(=O)(=O)c2ccccc2)cc1)c1ccccc1 (stereo not given),4.0%
COc1ccc(OC(C)C(=O)Nc2ccccc2Cl)cc1 (stereo not given),0.0%
C/C(=N\Nc1cccc([N+](=O)[O-])c1)c1ccc(O)cc1,0.0%
Cc1ccccc1-n1c(C)cc(/C=C(\C#N)C(=O)Nc2ccc(F)cc2)c1C,10.0%
CCOC(=O)c1c(C)n(-c2ccc(OC)cc2)c2ccc(Oc3nccc(Nc4ccccc4)c3C#N)cc12,31.0%
C=CCc1cc(/C=C2\C(=O)NC(=O)N(c3ccc(OCC)cc3)C2=O)cc(OCC)c1O,21.0%
CCN1C(=O)/C(=C\c2cn(Cc3ccccc3)c3ccccc23)SC1=S,19.0%
Cc1ccc(/C(N)=N/OC(=O)c2cccc(F)c2)cc1,10.0%
O=C(NCC1CCCO1)C(=O)Nc1ccccc1Cl (stereo not given),0.0%
O=S(=O)(NCCOc1ccccc1Cl)c1ccc2ccccc2c1,5.0%
CC1=C(C(=O)OC2CCCCCCC2)C(c2cccc(Br)c2)NC(=O)N1 (stereo not given),24.0%
COc1ccc(N2C(=O)CC(SC(=N)N3N=C(c4ccc(C)cc4)CC3c3ccc(Br)cc3)C2=O)cc1 (stereo not given),12.0%
O=C(/C=C(\O)c1cccc([N+](=O)[O-])c1)C(F)(F)F,4.0%
O=C1c2cccc3cccc(c23)C(=O)N1CCN1CCN(S(=O)(=O)c2ccc(F)cc2)CC1,13.0%
COC(=O)c1ccccc1-c1ccc(/C=C2/C(=O)NC(=O)N(c3cccc(C)c3C)C2=O)o1,18.0%
CC(=O)N/C(C)=C1\C(=O)CC2C1C2(C)C (stereo not given),7.0%
O=[N+]([O-])c1ccc(-c2nc(-c3ccc(I)cc3)[nH]c2-c2ccc([N+](=O)[O-])cc2)cc1,16.0%
CCOC(=O)C1=c2s/c(=C\c3ccc(O)c(OCC)c3)c(=O)n2C(N)=C(C#N)C1c1ccc(O)c(OCC)c1 (stereo not given),4.0%
Cc1ccc(-n2nc3cc(C)c(NC(=O)C(C)C)cc3n2)cc1,19.0%
Cc1ccc[n+](CC(=O)c2cc3ccccc3oc2=O)c1,8.0%
CC(NC(=O)C(=O)NCC1CCCO1)c1ccccc1 (stereo not given),2.0%
N#CC1=C(SCC(=O)Nc2ccccc2)NC(=O)CC1c1ccccc1Cl (stereo not given),7.0%
Fc1ccccc1OCCCCOc1cccc2cccnc12,3.0%
COc1cccc(C(=O)N/N=C/c2c[nH]c3ccccc23)c1,0.0%
O=C(NC(=S)Nc1cccnc1)c1cccc(Cl)c1,14.0%
CCCCCCC(=O)Nc1nnc(Cc2ccccc2)s1,0.0%
COc1ccccc1CN1CCN(S(C)(=O)=O)CC1,5.0%
CCOC(=O)c1ccccc1NC(=O)c1cccc([N+](=O)[O-])c1C,0.0%

# Only part of the results is shown; rates above refer to the full screens.
